Screening data as filed in PubChem.
APEX1 inh = APE1 (human) endonuclease inhibition; 350,000 tested, 0.35% active; Potency, µM (series often up to 65.8 µM), inactives show top-dose activity change, negative = inhibition, hits mostly inhibitors; recombinant APE1, TAMRA/BHQ-2 abasic DNA cleavage fluorescence; P27695;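 also: plate controls were vehicle for no effect and reference inhibitor for full effect; nearly all actives have a fitted effect of over 55% in size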
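Activity was derived from the fluorescence gain between first and third kinetic reads (60 s intervals, ex 525/em 598 nm) after 50 nM THF-abasic TAMRA/BHQ-2 duplex was added to 0.75 nM APE1 preincubated 15 min with compound.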
POLB inh = inhibitors of human DNA polymerase beta; P06746; Potency, µM (series often up to 114 µM), for inactives: at the highest dose activity change, negative = inhibition, hits mostly inhibitors; 340,000 tested, 1.3% active; Pol beta primer extension/strand displacement, fluorescence kinetic; AID 485314; also: % is scaled to controls: 0 for no effect and ±100 for the full control effect
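Reaction started by 50 nM substrate onto compound-treated Pol beta (10 nM, 15 min preincubation, room temperature); plates read at 0 min and 10 min. Normalized concentration-effect data fitted by four-parameter Hill equation.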
Apoferritin bind = binds horse apoferritin like a general anesthetic; AID 485281; Potency, µM (titrated, usually from 77.5 µM), for inactives: at the top dose activity change, negative = displacement, actives largely listed as inhibitors; P02791; apoferritin/1-aminoanthracene competitive binding, fluorescence; 350,000 tested, 0.074% active; also: % is scaled to controls: 0 for no effect and ±100 for the full control effect; nearly all actives have a fitted effect of over 20% in size
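Steps: apoferritin (10 uM) was premixed with half-saturated 1-AMA in PBS, compounds were pin-transferred, plates stood 10 min at room temperature, fluorescence was read at 380/535 nm, and curves were fitted with a Hill equation.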
Pol iota inh = inhibitors of human DNA polymerase iota | Q9UNA4 | Pol iota fluorescent replication assay, 10 min | Potency, µM (highest dose often 115 µM), without a hit: top-dose activity, negative = inhibition, actives largely listed as inhibitors | 390,000 tested, 1% active | AID 588590
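Pol iota at 10 nM preincubated 15 min with compounds at room temperature; reaction started with fluorescent substrate, 50 nM final. Fluorescence read kinetically at 0 and 10 min; buffer-only wells as negative control.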
POLK inh = inhibitors of human DNA polymerase kappa. Potency, µM (top dose mostly 107 µM), for inactives: top-dose activity, negative = inhibition, most hits filed as inhibitors. 400,000 tested, 0.53% active. Q9UBT6. purified Pol kappa, fluorescent DNA synthesis assay, 10 min; also: % is scaled to controls: 0 for no effect and ±100 for the full control effect
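Pol kappa 10 nM + cpd, 15 min RT; start w/ substrate 50 nM final; fluorescence kinetic read, 0 and 10 min. Neg ctrl: buffer, no enzyme.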
BLM helicase inh = inhibitors of human Bloom syndrome helicase BLM | P54132 | recombinant BLM DNA unwinding, fluorescence dequenching | Potency, µM (titrated, usually from 56.1 µM), for the others: at the highest dose activity change, negative = inhibition, usual class: inhibitors | 350,000 tested, 0.2% active | AID 2528;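 also: plate controls were vehicle for no effect and no enzyme for full effect; nearly all actives have a fitted effect of over 35% in size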
Target sequence (P54132 whole entry, looked up): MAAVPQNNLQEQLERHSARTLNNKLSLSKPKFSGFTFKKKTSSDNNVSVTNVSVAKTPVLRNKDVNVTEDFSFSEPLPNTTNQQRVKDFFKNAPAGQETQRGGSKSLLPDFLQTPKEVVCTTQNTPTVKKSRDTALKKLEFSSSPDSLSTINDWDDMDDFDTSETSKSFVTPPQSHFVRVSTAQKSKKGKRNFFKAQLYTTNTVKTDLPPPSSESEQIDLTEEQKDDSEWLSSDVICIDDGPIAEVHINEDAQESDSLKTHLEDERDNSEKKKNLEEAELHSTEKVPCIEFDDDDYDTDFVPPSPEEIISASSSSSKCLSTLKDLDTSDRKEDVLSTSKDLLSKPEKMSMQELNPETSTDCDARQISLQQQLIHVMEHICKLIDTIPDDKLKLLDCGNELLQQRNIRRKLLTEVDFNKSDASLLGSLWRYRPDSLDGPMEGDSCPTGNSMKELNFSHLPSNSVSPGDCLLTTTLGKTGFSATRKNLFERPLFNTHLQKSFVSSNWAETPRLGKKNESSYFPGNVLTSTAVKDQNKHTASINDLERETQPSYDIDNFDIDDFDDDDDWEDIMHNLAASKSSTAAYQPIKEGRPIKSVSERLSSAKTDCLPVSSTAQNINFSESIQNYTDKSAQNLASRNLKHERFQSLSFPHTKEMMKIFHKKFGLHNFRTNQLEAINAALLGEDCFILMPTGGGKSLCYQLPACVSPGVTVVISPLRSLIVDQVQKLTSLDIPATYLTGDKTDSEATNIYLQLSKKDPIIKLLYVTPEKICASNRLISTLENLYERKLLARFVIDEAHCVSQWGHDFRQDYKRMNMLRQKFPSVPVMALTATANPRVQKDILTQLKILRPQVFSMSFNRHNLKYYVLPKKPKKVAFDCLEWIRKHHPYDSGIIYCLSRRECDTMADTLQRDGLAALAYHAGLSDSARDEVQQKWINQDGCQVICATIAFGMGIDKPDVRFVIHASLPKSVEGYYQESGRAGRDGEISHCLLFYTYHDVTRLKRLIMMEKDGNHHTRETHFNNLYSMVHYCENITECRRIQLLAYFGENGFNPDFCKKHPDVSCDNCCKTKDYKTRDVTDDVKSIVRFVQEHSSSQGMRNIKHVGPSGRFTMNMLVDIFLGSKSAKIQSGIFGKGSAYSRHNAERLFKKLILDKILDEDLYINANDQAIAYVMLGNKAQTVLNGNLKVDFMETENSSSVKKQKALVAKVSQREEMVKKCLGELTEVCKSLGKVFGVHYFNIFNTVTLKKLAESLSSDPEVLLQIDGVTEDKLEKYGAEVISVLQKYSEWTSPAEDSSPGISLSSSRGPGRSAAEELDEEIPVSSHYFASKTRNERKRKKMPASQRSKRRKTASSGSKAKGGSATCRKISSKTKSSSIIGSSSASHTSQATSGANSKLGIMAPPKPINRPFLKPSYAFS
* = called active by the depositor; [ ] = remark or other dose. Calls follow the shape of the dose curve; as a rule, active = well fitted curve in the direction sought with a large enough effect; inconclusive = small, poorly fitted or top-dose-only effect, or another doubt; inactive = no such curve, though single readings can be large; an effect the other way counts as inactive or inconclusive. Potency is read from the fitted curve at half-maximal effect. A portion of the library, so the mix of outcomes need not match the whole.

For CCC(=O)O[C@H]1C(O[C@@H]2C(C)[C@H](O[C@H]3C[C@@](C)(OC)C(O)C(C)O3)C(C)C(=O)OC(CC)[C@@](C)(O)C(O)[C@H](C)C(=O)C(C)C[C@]2(C)O)OC(C)CC1N(C)C (stereo not given in full) the results were Apoferritin bind inconclusive, POLK inh 32µM* and BLM helicase inh 28µM*.
Screening CN(N=O)C(=O)N[C@H]1[C@@H](O)[C@H](O)[C@H](CO)O[C@@H]1O returned Apoferritin bind -2%[29.3 µM], POLK inh 4%[19.4 µM] and BLM helicase inh 3%[21.4 µM].
Screening CCN[C@@H]1CN(CCCOC)S(=O)(=O)c2sc(S(N)(=O)=O)cc21 returned Apoferritin bind -1%[29.3 µM], POLK inh -8%[12 µM] and BLM helicase inh 4%[21.4 µM].
For CO[C@]1(NC(=O)[C@H](C(=O)O)c2ccc(O)cc2)C(=O)N2C(C(=O)O)=C(CSc3nnnn3C)CO[C@H]21 the results were Apoferritin bind 2%[29.3 µM], POLK inh -14%[12 µM] and BLM helicase inh -8%[21.4 µM].
CO/N=C(\C(=O)N[C@@H]1C(=O)N2C(C(=O)O)=C(COC(C)=O)CS[C@@H]12)c1csc(N)n1 was read as Apoferritin bind -1%[29.3 µM], POLK inh inconclusive and BLM helicase inh -10%.
`NS(=O)(=O)c1cc2c(cc1Cl)N[C@@H](CC1CCCC1)NS2(=O)=O` gave Apoferritin bind -7%[29.3 µM], POLK inh -3%[19.4 µM] and BLM helicase inh 0%[21.4 µM].
`CCCCCCCCCCCCCCC/C=C/[C@@H](O)[C@H](NC(=O)CCCCCCCCCCCCC)OC` (tested in a mixture with another compound) gave APEX1 inh -6%, POLB inh 10%[57.1 µM] and Pol iota inh -1%[58.9 µM].
For Nc1ncnc2c1ncn2[C@@H]1O[C@H](CO)[C@H](O)[C@H]1O the results were APEX1 inh 0%, POLB inh -2%[57.1 µM] and Pol iota inh -6%[58.9 µM].
CC(C)C[C@H](N)CSSC[C@@H](N)CC(C)C was read as APEX1 inh 8%, POLB inh 11%[57.1 µM] and Pol iota inh 3%[58.9 µM].
`CC(C)C1NC(=O)[C@H](CCCCN)NC(=O)[C@@H](Cc2c[nH]c3ccccc23)NC(=O)[C@H](Cc2ccc(O)cc2)NC(=O)[C@H](C)N(C)C(=O)[C@H](Cc2ccccc2)NC1=O` (stereo not given in full) gave APEX1 inh -1%, POLB inh 2%[57.1 µM] and Pol iota inh -4%[58.9 µM].
`CC(=O)SC1CC2=CC(=O)CC[C@]2(C)C2CC[C@@]3(C)[C@@H](CC[C@@]34CCC(=O)O4)C12` (stereo not given in full) gave APEX1 inh -6%, POLB inh 17%[57.1 µM] and Pol iota inh 5%[58.9 µM].
For CN(C)CCCO[C@H]1C([C@H](O)CO)O[C@@H]2OC(C)(C)O[C@@H]21 (stereo not given in full) the results were APEX1 inh -2%, POLB inh 13%[57.1 µM] and Pol iota inh 4%[58.9 µM].
`Nc1ncnc2c1ncn2[C@@H]1O[C@H](COP(=O)(O)OP(=O)(O)OP(=O)(O)OP(=O)(O)OC[C@@H]2O[C@H](n3cnc4c(N)ncnc43)[C@@H](O)[C@@H]2O)[C@H](O)[C@H]1O` gave APEX1 inh 0%, POLB inh -2%[57.1 µM] and Pol iota inh 4%[58.9 µM].
Screening COC(=O)c1sc(N2C(=O)c3oc4ccc(F)cc4c(=O)c3C2c2ccc(C)cc2)nc1C (stereo not given) returned Pol iota inh 19% and POLK inh -2%.
CCn1nnc2c(N3CCCC3)ncnc21 was read as Pol iota inh 14% and POLK inh 0%.

Compounds listed so far containing a COOH group:
For CO[C@]1(NC(=O)[C@H](C(=O)O)c2ccc(O)cc2)C(=O)N2C(C(=O)O)=C(CSc3nnnn3C)CO[C@H]21 the results were Apoferritin bind 2%[29.3 µM], POLK inh -14%[12 µM] and BLM helicase inh -8%[21.4 µM].
CO/N=C(\C(=O)N[C@@H]1C(=O)N2C(C(=O)O)=C(COC(C)=O)CS[C@@H]12)c1csc(N)n1 was read as Apoferritin bind -1%[29.3 µM], POLK inh inconclusive and BLM helicase inh -10%.

More results.
Screening Cc1c(C2(c3cc(C(C)C)c(O)c(Br)c3C)OS(=O)(=O)c3ccccc32)cc(C(C)C)c(O)c1Br returned Pol iota inh inconclusive and POLK inh -27%.
`COc1cc2c(NC3CCN(C)CC3)nc(N3CCCN(C)CC3)nc2cc1OCCOCCN(C)C` gave Pol iota inh inconclusive and POLK inh -16%.
Screening Cc1ccc(-c2nc3ccccc3o2)cc1NC(=O)C(C)Oc1ccccc1 (stereo not given) returned Pol iota inh -7% and POLK inh -3%.
Nc1cc(=O)[nH]c(=S)[nH]1 was read as Pol iota inh 9% and POLK inh -2%.
Screening CN(C)c1ccc(/C=C/c2ccnc3ccc(N)cc23)cc1 returned Pol iota inh 14% and POLK inh -2%.
Screening CCc1ccc2[nH]c(=O)c(CN(Cc3cccs3)Cc3nnnn3Cc3ccccc3)cc2c1 returned Pol iota inh -4% and POLK inh -11%.
`CN(C)c1ccc(-c2nnc(SCC(=O)NCc3ccco3)n2C)cc1` gave Pol iota inh -26% and POLK inh -16%.
For Oc1ccc(Cl)cc1C1C=C(c2ccc3c(c2)OCO3)NC(c2ccc(Br)cc2)N1 (stereo not given) the results were Pol iota inh -29% and POLK inh -25%.
`CCSc1nnc(NC(=O)C2CCN(C(=O)c3ccco3)CC2)s1` gave Pol iota inh 30%[activator] and POLK inh 5%.
Screening Nc1cccc2[nH]cnc12 returned Pol iota inh 16% and POLK inh -12%.
COC(=O)/C=C/c1ccccc1S(=O)(=O)NC(C)C was read as Pol iota inh 15% and POLK inh -6%.
Cc1ccccc1OCC(=O)NCC(=O)OCc1ccc2ccccc2c1 was read as Pol iota inh 31%[activator] and POLK inh 6%.
Cc1cc(C)c2cc(C#N)c(N3CCCN(S(=O)(=O)c4ccccc4)CC3)nc2c1 was read as Pol iota inh -3% and POLK inh -7%.
For C=C1C=C(C)n2ncc(C(=O)Nc3cccc4cnccc34)c2N1 the results were Pol iota inh 79µM* and POLK inh inconclusive.
For CN(C)C(=O)COc1ccccc1C(=O)OCC(=O)N(CCC#N)c1ccccc1 the results were Pol iota inh 8% and POLK inh -21%.
C(=C\c1ccnc2ccccc12)/c1cccnc1 was read as Pol iota inh 1% and POLK inh 3%.
For CNC(=O)c1cc(-c2cccs2)on1 the results were Pol iota inh 3% and POLK inh 9%.
`CCN(CC)c1ccc(/C=C/c2ccncc2)cc1` gave Pol iota inh 79µM* and POLK inh -30%.
For C1=Nc2ccccc2/C1=C/c1c[nH]c2ccccc12 the results were Pol iota inh 80%[activator] and POLK inh -13%.
Screening CC(C)(C)c1ccc(C(=O)C[n+]2cccc(Br)c2)cc1 returned Pol iota inh 12% and POLK inh -12%.
For O=C(Nc1c(Cl)cc([N+](=O)[O-])cc1Cl)c1cc(Cl)ccc1O the results were Pol iota inh 17% and POLK inh 0%.
`CCOc1[nH]c(/N=C/c2ccccc2)c(C#N)c1C#N` gave Pol iota inh inconclusive and POLK inh -2%.
`O=C(Nc1cc(OC(=O)C(F)(F)F)c2nonc2c1OC(=O)C(F)(F)F)C(F)(F)F` gave Pol iota inh -5% and POLK inh -17%.
For C(=C\c1ccnc2ccccc12)/c1cccs1 the results were Pol iota inh -13% and POLK inh -18%.
`O=C(COc1ccccc1C(=O)Nc1ccccc1)Nc1ccc(Br)cc1` gave Pol iota inh -21% and POLK inh -1%.
CCN1C(Br)=CCc2ccccc21 was read as Pol iota inh 14% and POLK inh 0%.
Screening COc1cccc(CCn2c(N)cc(=O)[nH]c2=S)c1OC returned Pol iota inh 39%[activator] and POLK inh 5%.
`CC(=O)NC(Cc1ccc(I)cc1)C(=O)NCC(N)C(=O)c1ccccc1` (stereo not given) gave Pol iota inh -19% and POLK inh -4%.
Screening Fc1ccc2[nH]c3c(NCc4ccco4)ncnc3c2c1 returned Pol iota inh inconclusive and POLK inh inconclusive.
Screening CCc1sc(-c2cc3ccc(O)cc3oc2=O)nc1-c1ccc(C)cc1 returned Pol iota inh 1% and POLK inh -19%.
CC(C)(C)CC(C)(C)N=C1Nc2ccc(Cl)cc2NC12C[C@H]1CCC(=O)N3CC[C@@H](C2)[C@@H]13 (stereo not given in full) was read as Pol iota inh 36% and POLK inh -16%.
For COc1ccccc1C1NC(c2ccc3c(c2)OCO3)=CC(c2cc(Br)ccc2O)N1 (stereo not given) the results were Pol iota inh inconclusive and POLK inh -5%.
CCc1ccc(OCCn2c(CCNC(=O)C3CCCCC3)nc3ccccc32)cc1 was read as Pol iota inh 41%[activator] and POLK inh -1%.
Screening Cc1ccc(S(=O)(=O)N2CCN(c3nc(-c4ncccn4)nc4ccccc34)CC2)cc1 returned Pol iota inh 36%[activator] and POLK inh 0%.
O=[N+]([O-])c1cccc(S(=O)(=O)N2CCN(c3nc(-c4ccccc4)nc4ccccc34)CC2)c1 was read as Pol iota inh -1% and POLK inh -13%.
For Cc1sc2ccccc2[n+]1CCCC[n+]1c(C)sc2ccccc21 the results were Pol iota inh -6% and POLK inh 3%.
Screening CN(C)c1ccc(/C=C/c2ccnc3ccccc23)c(N)c1 returned Pol iota inh -6% and POLK inh 5%.
Cc1cc2c(s1)c1cnn(CC(=O)N3CCOCC3)c(=O)c1n2C was read as Pol iota inh 15% and POLK inh -7%.
Screening O=S1(=O)CCOC[C@H](c2ccccc2)N1Cc1ccc(Cl)cc1Cl returned Pol iota inh -4% and POLK inh -10%.
Screening CCCCNC(=O)Cn1c(SCc2cccc(F)c2)nc2ccncc21 returned Pol iota inh 2% and POLK inh -2%.
Screening S=C(NCCCc1cnc[nH]1)NCCCN(CCc1ccc(Cl)cc1)c1ccc(Br)cn1 returned Pol iota inh -4% and POLK inh -6%.
`Cc1ccc(S(=O)(=O)N(C)CCCN(C)c2nc(-c3cccs3)nc3ccccc23)cc1` gave Pol iota inh -7% and POLK inh 1%.
For COc1cc2nc(N3CCCN(C)CC3)nc(NC3CCNCC3)c2cc1OC the results were Pol iota inh inconclusive and POLK inh -15%.
Screening CCCN1CNc2c(c(=O)[nH]c(=S)n2CCc2cc(Cl)ccc2Cl)C1 returned Pol iota inh -14% and POLK inh 0%.
Screening Cc1ccc2nc(-c3cccc(-c4nc5ccc(C)cc5o4)n3)oc2c1 returned Pol iota inh 14% and POLK inh 4%.
Screening CC(OC(=O)c1ccccc1OCCOc1ccccc1)C(=O)Nc1ccc(Br)cc1 (stereo not given) returned Pol iota inh 7% and POLK inh -8%.
CN(CCO)c1nc(-c2cccs2)nc2ccccc12 was read as Pol iota inh inconclusive and POLK inh -10%.
Screening CCOC(=O)[C@@H](C)N(C(=O)OC(C)(C)C)S(=O)(=O)N(Cc1ccccc1)[C@@H](C(=O)OC)C(C)C returned Pol iota inh 33%[activator] and POLK inh 6%.
For COc1ccc(C2Nc3ccc(NC(=O)CO)cc3C(=O)N2Cc2cccc(Cl)c2)cc1COc1ccc(NC(C)=O)cc1 (stereo not given) the results were Pol iota inh 13% and POLK inh -25%.
Screening Cc1cc(C=Nc2ccc(/C=C/c3ccnc4ccccc34)cc2)ccc1N(C)C returned Pol iota inh 5% and POLK inh 4%.
`CN1CCCc2cc(/C=C/c3ccnc4ccccc34)ccc21` gave Pol iota inh 11% and POLK inh 1%.
COc1ccc(C(=O)N=c2nc(-c3ccccc3)n(-c3ccccc3)s2)cc1 was read as Pol iota inh 11% and POLK inh -2%.
Screening COc1cc2nc(N3CCCCC3)nc(NC(C)C)c2cc1OC returned Pol iota inh 31%[activator] and POLK inh -21%.
